# From PubChem
# Dynein transport: blocks dynein driven cargo transport along microtubules | 3617.4 mouse cells, GR-EGFP nuclear translocation imaging; test concentration mostly 20 µM; stimulated with dexamethasone, 1 µM; hits give low values | z-score, hits read low | 220,000 tested, 0.47% active;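 active = plate z-score of nuclear minus cytoplasmic receptor signal below a set negative limit, without overly bright fluorescence or cell loss, cut at about -3.5 in these data, passing the limit was not always enough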;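 note: z-score of nuclear minus cytoplasmic ring GR-EGFP intensity difference per well; some compounds called inactive have numbers as strong as hits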
#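 Buffer or medium: tet-free, stripped-serum medium; reagent: dexamethasone at 1.0 µM final, 30 min; incubation: 48 h induction, 1 h compound, 30 min dex at 37 °C; measured by: formaldehyde fixation, Hoechst nuclear stain, 10x automated fluorescence imaging; read-out: nuclear-to-cytoplasmic GR-EGFP distribution per well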
# Yfh1-depleted yeast: mitochondrial function rescue without frataxin homolog – Friedreich's ataxia, plus single-dose screen, dose response (AID 1465). S. cerevisiae Yfh1-off respiration, WST-1 reduction, 72 h; higher fold induction means a stronger effect. fold induction at 50 µM; hits with a dose series show EC50 in µM. 220,000 tested, 0.074% active;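 active = fold induction of absorbance versus untreated yeast above a set limit, then at least 30% activation at any dose in follow-up; inconclusive = repeats straddling the limit, or above it without dose testing; inactive = fold induction below the set limit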;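 note: activators that raise dye reduction in frataxin-depleted yeast; strong numbers were not always called active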
# PMI inhibitors: inhibitors of human PMI, primary screen, biochemical, fluorescence intensity, coupled assay (AID 1209). 190,000 tested, 0.42% active. one-dose inhibition, % at 20 µM; IC50 in µM for titrated hits. purified PMI enzyme, coupled fluorescence intensity; higher % means a stronger effect;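 note: plate controls were DMSO vehicle for no effect and wells lacking substrate for full effect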
# Autophagy mod: autophagy modulation, high-content screen | MEF GFP-LC3 puncta imaging; test concentration mostly 10 µM | calls only at 10 µM (by protocol) | 190,000 tested, 0.98% active;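 active = percentage of spot-positive cells more than 3 SD above its plate mean, without a fluorescence outlier flag or 80% toxicity; inconclusive = no clear call, values can overlap the other calls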;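 note: spot-positive cell cutoff set from DMSO-treated cells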
# WT yeast gro inh: growth inhibition of WT yeast, mitochondrial fusion screen. mitochondrial fusion phenotypic screen, WT strain. inhibition, % at 10 µM. 190,000 tested, 2.1% active; in the data active = inhibition above about 58%; tested in S. cerevisiae
# MT stabilizer: microtubule stabilizers in HeLa cells. HeLa tubulin immunostaining HCS, 24 h; share of cells brighter than vehicle mean+2SD. % tubulin-high responders, % at 10 µM. 200,000 tested, 0.83% active;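 active = plate Z-score above 3 for both tubulin-high and condensed-nucleus cell shares, with cell loss under 80%, at 10 µM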;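 note: anti alpha tubulin signal scored within the nucleus-defined area of each cell; some results filed as inactive read as strong as hits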
# bCat nuc transl: beta-catenin nuclear translocation modulation; HeLa beta-catenin nuclear translocation, immunofluorescence imaging; nuclear translocation activity, % at 5 µM; 190,000 tested, 0.3% active;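 active = nuclear translocation activity above 50% at 5 µM, with a well cell count of 50 or more; inconclusive = wells under 50 cells across six images, flagged as toxic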;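 note: per-cell ratio of nuclear to cytoplasmic median beta-catenin stain intensity; plate controls were DMSO negative control for no effect and GSK-3 inhibitor IX positive control for full effect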
#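 Read-out: Nuclear/cytoplasmic beta-catenin signal ratio, % activation | Assay system: Human HeLa cell line | Times: 24 h compound exposure at 37°C, 5% CO2 | Signal: Fluorescence imaging of beta-catenin antibody stain plus DAPI | Dosing: 5 µM primary, 0.02–20 µM confirmation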
# PMI inhibition: MPI inhibition at elevated mannose 6-phosphate – biochemical, fluorescence intensity, high mannose 6-phosphate, primary screen (AID 1220). recombinant PMI enzyme, coupled fluorescence intensity; higher % means a stronger effect. inhibition, % at 20 µM; hits with a dose series show IC50 in µM. 190,000 tested, 0.66% active
# Insulin prom up: MIN6 insulin promoter up-regulation; z-score at 5 µM; MIN6 insulin promoter-GFP reporter, high-content imaging; hits give high values; 190,000 tested, 0.3% active;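 active = z-score above 3 at 5 µM with at least 500 cells counted in the well; inconclusive = wells under 500 cells, flagged as cytotoxic or low count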
# WT yeast gro inh mutant strain: further read-out of WT yeast gro inh, marked with its call; inhibition, %; mitochondrial fusion phenotypic screen, mutant strain inhibition
# Dynein transport cytoplasmic EGFP: also measured in Dynein transport; calls as there; z-score; measured here: cytoplasmic GR-EGFP intensity; hits give high values
# Dynein transport nuclear GR-EGFP: second read-out of Dynein transport, no call of its own (marks repeat the call); z-score; measured here: nuclear GR-EGFP intensity;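 lower value marks the stronger effect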
# Dynein transport cell count: second read-out of Dynein transport, no call of its own (marks repeat the call); z-score; measured here: cell count per field
# Insulin prom up cell count: recorded beside Insulin prom up, whose call it bears; cell count; measured here: cytotoxicity, nuclei count;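 total cells summed across four imaged fields per well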
# bCat nuc transl cell count 5 µM: further read-out of bCat nuc transl, marked with its call; cell count; measured here: cell count, cytotoxicity flag
# MT stabilizer Hoechst-high %: further read-out of MT stabilizer, marked with its call; % Hoechst-high responders; measured here: nuclear condensation Hoechst responders;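 share of cells brighter than vehicle mean plus two SD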
# MT stabilizer cytotoxicity %: second read-out of MT stabilizer, no call of its own (marks repeat the call); toxicity, %; measured here: cytotoxicity by cell density;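 0% = mean cell density of plate MIN control wells and 100% = no cells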
# Autophagy mod cell loss 18 h: recorded beside Autophagy mod, whose call it bears; toxicity, %; measured here: cell loss, nuclei count;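 cell loss after 18 h compound exposure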
# Active calls of the source: *; i = inactive; u = inconclusive; x = no result given. Cut-off read from the data, not from the text of the source, unless noted: active = inhibition above about 50%; inactive = the rest. A portion of the library, so the mix of outcomes need not match the whole.
cpd | structure | Dynein transport | Dynein transport cytoplasmic EGFP | Dynein transport nuclear GR-EGFP | Dynein transport cell count | Yfh1-depleted yeast | PMI inhibitors | Autophagy mod | Autophagy mod cell loss 18 h | WT yeast gro inh | WT yeast gro inh mutant strain | MT stabilizer | MT stabilizer Hoechst-high % | MT stabilizer cytotoxicity % | bCat nuc transl | bCat nuc transl cell count 5 µM | PMI inhibition | Insulin prom up | Insulin prom up cell count
1 | Cc1cc(/C=C2/C(=O)NC(=O)N(Cc3ccco3)C2=O)c(C)n1-c1ccccc1 | 0.058 | -0.18 | 0.12 | -0.63 | i | -16% | i | 1 | 11 | 12 | 2.6 | 1.6 | 10 | 0.2 | 1000 | -4% | -0.05 | 1257
2 | COC(=O)C1C=C2c3cccc4[nH]cc(c34)CC2N(C)C1 (stereo not drawn) | 1.8 | -0.26 | 1.3 | -1.3 | i | x | x | x | x | x | x | x | x | 1.9 | 1280 | x | -0.24 | 766
3 | CN(C)C(Cc1ccccc1)C(=O)c1cccs1 (stereo not drawn) | 1.8 | -0.27 | 0.98 | -1.3 | i | -13% | i | 17 | 11 | 6 | 2.9 | 3.0 | 11 | -2.1 | 1070 | -5% | -0.18 | 1174
4 | CCCCn1c(N)c(C(=O)OCCOC)c2nc3ccccc3nc21 | 0.062 | -0.19 | 0.48 | 0.4 | i | x | x | x | x | x | x | x | x | 0.1 | 1281 | x | -0.69 | 1008
5 | CNCCCc1ccccc1 | 0.038 | -0.23 | -0.87 | 1 | i | -12% | i | -4 | -8 | -5 | 2.5 | 1.7 | 3.7 | -0.9 | 1373 | -6% | 1.3 | 1462
6 | CSCCC(N=Cc1c(O)n(-c2ccc(F)cc2)c(=O)[nH]c1=O)C(=O)OC(C)(C)C (stereo not drawn) | 1.8 | 0.22 | 1.5 | -1.4 | i | 12% | i | -5 | 9 | -4 | 1.7 | 1.4 | 12 | x | x | 8% | x | x
7 | COc1cc([C@@H]2c3cc4c(cc3[C@@H](OC)[C@H]3COC(=O)[C@H]23)OCO4)cc(OC)c1O | -0.13 | -0.81 | -0.12 | 0.15 | i | x | x | x | x | x | x | x | x | 39 | 285 | x | u | x
8 | COc1ccc(O)c(CN2CCCC(C(=O)c3sccc3C)C2)c1 (stereo not drawn) | -0.26 | -0.18 | -0.053 | 0.64 | i | 21% | i | -15 | -14 | -14 | 4.9 | 1.9 | 9.1 | -1.8 | 1042 | 31% | -0.27 | 1454
9 | CCCCn1c(O)c(C(CC)=NCc2ccc(F)cc2)c(=O)[nH]c1=O | 1.2 | -0.15 | 0.11 | -2.1 | i | 11% | i | 1 | 46 | 7 | 3.1 | 2.1 | 6.0 | -1.2 | 1401 | 5% | -0.36 | 1630
10 | O=C(c1cccc(C(F)(F)F)c1)C1CCCN(Cc2ncc[nH]2)C1 (stereo not drawn) | -0.76 | -0.28 | -0.13 | 0.76 | i | 7% | i | 7 | 0 | 2 | 2.5 | 2.5 | 5.9 | -1.2 | 928 | 6% | x | x
11 | O=C(COC(=O)Cc1ccccc1)Nc1ncc(Cl)cc1Cl | -0.36 | -0.21 | -0.36 | 0.13 | i | -6% | i | 2 | 9 | 14 | 1.6 | 1.5 | 3.5 | x | x | -5% | x | x
12 | CSc1ncc(CN2CCCC(C(=O)c3ccccc3SC)C2)cn1 (stereo not drawn) | -0.043 | -0.22 | 0.42 | -0.015 | i | x | x | x | x | x | x | x | x | 0.9 | 1279 | x | -0.02 | 1141
13 | COc1ccccc1NC1=NCCS1 | -0.66 | 0.083 | -0.074 | 0.24 | i | -2% | i | 5 | -7 | 5 | 2.6 | 1.7 | 5.2 | -1.5 | 1218 | -1% | -2.1 | 646
14 | O=C(c1ccccc1)C(CN1CCCC1)c1ccccc1 (stereo not drawn) | -1.5 | -0.066 | -1 | 0.058 | i | -14% | i | 4 | 23 | 29 | 5.7 | 11 | 9.9 | 22 | 163 | -19% | u | x
15 | O=C(c1c[nH]cc1-c1ccccc1)c1cccc2ccccc12 | 0.23 | -0.27 | 0.28 | 0.35 | i | 17% | i | 4 | -8 | 6 | 2.6 | 3.1 | 4.4 | 1.8 | 528 | 16% | x | x
16 | Cc1ccccc1NC1=NCC(C)S1 (stereo not drawn) | -0.17 | -0.26 | 0.17 | 0.78 | i | -7% | i | -6 | 0 | -4 | 2.8 | 2.9 | 8.2 | -5.9 | 953 | 3% | u | x
17 | Cc1ccccc1CN1CCN(c2ccc(Cl)cc2)CC1 | -0.0029 | -0.2 | -0.3 | -0.65 | i | 9% | i | -9 | 28 | -5 | 2.2 | 2.6 | 12 | 6.8 | 513 | 4% | -0.74 | 1253

# 8 compounds already listed, arranged by SMILES length, low to high:
cpd | structure | Dynein transport | Dynein transport cytoplasmic EGFP | Dynein transport nuclear GR-EGFP | Dynein transport cell count | Yfh1-depleted yeast | PMI inhibitors | Autophagy mod | Autophagy mod cell loss 18 h | WT yeast gro inh | WT yeast gro inh mutant strain | MT stabilizer | MT stabilizer Hoechst-high % | MT stabilizer cytotoxicity % | bCat nuc transl | bCat nuc transl cell count 5 µM | PMI inhibition | Insulin prom up | Insulin prom up cell count
5 | CNCCCc1ccccc1 | 0.038 | -0.23 | -0.87 | 1 | i | -12% | i | -4 | -8 | -5 | 2.5 | 1.7 | 3.7 | -0.9 | 1373 | -6% | 1.3 | 1462
16 | Cc1ccccc1NC1=NCC(C)S1 (stereo not drawn) | -0.17 | -0.26 | 0.17 | 0.78 | i | -7% | i | -6 | 0 | -4 | 2.8 | 2.9 | 8.2 | -5.9 | 953 | 3% | u | x
3 | CN(C)C(Cc1ccccc1)C(=O)c1cccs1 (stereo not drawn) | 1.8 | -0.27 | 0.98 | -1.3 | i | -13% | i | 17 | 11 | 6 | 2.9 | 3.0 | 11 | -2.1 | 1070 | -5% | -0.18 | 1174
14 | O=C(c1ccccc1)C(CN1CCCC1)c1ccccc1 (stereo not drawn) | -1.5 | -0.066 | -1 | 0.058 | i | -14% | i | 4 | 23 | 29 | 5.7 | 11 | 9.9 | 22 | 163 | -19% | u | x
15 | O=C(c1c[nH]cc1-c1ccccc1)c1cccc2ccccc12 | 0.23 | -0.27 | 0.28 | 0.35 | i | 17% | i | 4 | -8 | 6 | 2.6 | 3.1 | 4.4 | 1.8 | 528 | 16% | x | x
10 | O=C(c1cccc(C(F)(F)F)c1)C1CCCN(Cc2ncc[nH]2)C1 (stereo not drawn) | -0.76 | -0.28 | -0.13 | 0.76 | i | 7% | i | 7 | 0 | 2 | 2.5 | 2.5 | 5.9 | -1.2 | 928 | 6% | x | x
9 | CCCCn1c(O)c(C(CC)=NCc2ccc(F)cc2)c(=O)[nH]c1=O | 1.2 | -0.15 | 0.11 | -2.1 | i | 11% | i | 1 | 46 | 7 | 3.1 | 2.1 | 6.0 | -1.2 | 1401 | 5% | -0.36 | 1630
7 | COc1cc([C@@H]2c3cc4c(cc3[C@@H](OC)[C@H]3COC(=O)[C@H]23)OCO4)cc(OC)c1O | -0.13 | -0.81 | -0.12 | 0.15 | i | x | x | x | x | x | x | x | x | 39 | 285 | x | u | x
